# LDHA inh: inhibitors of human lactate dehydrogenase A; hit rate 0.15% among 480,000; purified LDHA, NADH/diaphorase-resazurin fluorescence; stronger effect = lower value; activity change, % (values are at about 110 or 230 µM); P00338; in the data active = activity change below about -30%; inconclusive = mostly about -25% to -30%;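 note: plate controls were DMSO wells for no effect and wells without enzyme for full effect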
#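 Remaining NADH was detected by diaphorase (0.133 mg/mL) converting 37 µM resazurin to fluorescent resorufin, read at 0 and 20 minutes. The preceding 5-minute room-temperature reaction used 2 nM LDHA, 0.2 mM sodium pyruvate and 0.06 mM NADH at pH 7.4.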
# RXFP1 agonist: RXFP1 (human) receptor agonism. Q9HBX9. AID 2676. hit rate 0.3% among 370,000. HEK293T-RXFP1 cAMP TR-FRET, 30 min; response scale: percent of porcine relaxin response, buffer zero. Potency, µM (highest dose often 57.5 µM), without a hit: at the highest dose activation, actives largely listed as activators; note: potency is the fitted concentration of half-maximal effect; % is set by controls: 0 for no effect and ±100 for the full control effect; nearly all actives have a fitted effect of over 60% in size; many of its hits are not listed in these tables
#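 Agonist response is measured as cAMP accumulation in an RXFP1-transfected HEK293T line under PDE4 inhibition. Values are scaled between buffer-only and 29 nM porcine relaxin, and EC50s come from standard Hill equation fits.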
# D2 potentiator: positively modulates the human D2 dopamine receptor allosterically. P14416. HEK293 T-REx D2, calcium flux, EC20 dopamine potentiation. potentiation, % at 10 µM. hit rate 0.34% among 340,000. AID 485347;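 active = potentiation over 3 SD above the plate norm, cut at about 30% in these data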; note: 0% is about no effect
# Target sequence (P14416 whole entry, looked up): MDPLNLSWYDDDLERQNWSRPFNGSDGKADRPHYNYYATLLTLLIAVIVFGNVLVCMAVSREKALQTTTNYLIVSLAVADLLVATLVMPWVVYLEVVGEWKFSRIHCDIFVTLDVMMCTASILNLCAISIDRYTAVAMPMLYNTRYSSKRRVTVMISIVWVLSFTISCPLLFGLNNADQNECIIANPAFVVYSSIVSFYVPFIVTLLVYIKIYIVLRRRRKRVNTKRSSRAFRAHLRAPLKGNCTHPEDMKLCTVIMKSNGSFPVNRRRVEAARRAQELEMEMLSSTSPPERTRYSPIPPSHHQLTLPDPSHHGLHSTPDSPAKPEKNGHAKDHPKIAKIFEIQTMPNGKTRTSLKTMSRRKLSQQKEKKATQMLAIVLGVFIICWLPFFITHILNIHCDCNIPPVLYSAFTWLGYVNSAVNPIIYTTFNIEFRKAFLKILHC
#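 Cells plated with tetracycline inducer and held overnight at 30 C; calcium dye loaded 30–90 min at room temperature; baseline taken, compound added and read 180 s; EC20 dopamine then added and read 180 s.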
# D1 agonist: agonists of human D1 dopamine receptor. P21728. HEK293 T-REx D1 cells, calcium flux, agonist mode. activation, % at 2 µM. hit rate 1% among 360,000. AID 504660; in the data active = activation above about 30%; note: 0% is about no effect
#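 Tetracycline-induced HEK293 TREx D1 cells, force-coupled to calcium signalling, were dye-loaded with a no-wash calcium kit. Compound was pin-added after a 10 s baseline. Fluorescence was read kinetically at 1 cycle/s for 180 s, with calcium rises flagged as agonism.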
# D1 PAM: enhances dopamine response at the human D1 receptor | HEK293 TREx D1 cells, calcium flux, dopamine EC20 potentiation | P21728 | hit rate 0.036% among 360,000 | potentiation, % at 10 µM; in the data active = potentiation above about 30%; note: 0% is about no effect
# Vif-APOBEC3F blk: blocks the Vif interaction with APOBEC3F; HeLa A3F-eYFP + Vif (tagged APOBEC3F with the HIV-1 protein that degrades it), YFP fluorescence increase; Potency, µM (titrated, usually from 46.1 µM), inactives show top-dose activity, negative = active; hit rate 0.2% among 390,000; note: potency is the fitted concentration of half-maximal effect; % of control where 0% means no effect; nearly all actives have a fitted effect of over 65% in size
#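 HeLa cells stably expressing A3F-eYFP plus Vif, plated and incubated overnight at 37 deg C, then exposed to compounds overnight at 37 deg C. Blocked degradation read as raised yellow fluorescence (Ex 488/Em 500-530).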
# Glioma ERSR ind: inducers of ER stress response in human glioma cells; AID 602332; hit rate 0.02% among 420,000; U87-MG GRP78 promoter luciferase reporter, 16 h; Potency, µM, for the others: at the highest dose activation, usual class: activators; note: potency is the fitted concentration of half-maximal effect; series mostly up to about 76 µM; % of control where 0% means no effect; nearly all actives have a fitted effect of over 35% in size
#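 Stably transfected U87-MG human glioma cells carrying a GRP78-based luminescent sensor were seeded at 1000 cells/well, pin-dosed with compounds and incubated 16 h. Luciferase reagent was then added, and end-point luminescence was read after 10 min at room temperature.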
# Vif-APOBEC3G blk: inhibitors of Vif-APOBEC3G interaction. HeLa A3G-eYFP + Vif (tagged APOBEC3G with the HIV-1 protein that degrades it), YFP fluorescence, overnight. Potency, µM (titrated, usually from 46.1 µM), for the others: at the top dose activity, negative = active, most hits filed as inhibitors. hit rate 0.076% among 410,000. AID 602310;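 note: potency is the fitted concentration of half-maximal effect; % is set by controls: 0 for no effect and ±100 for the full control effect; nearly all actives have a fitted effect of over 60% in size; hits raise eYFP signal because A3G escapes Vif-driven loss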
# Target sequence (Q9HC16 whole entry, looked up): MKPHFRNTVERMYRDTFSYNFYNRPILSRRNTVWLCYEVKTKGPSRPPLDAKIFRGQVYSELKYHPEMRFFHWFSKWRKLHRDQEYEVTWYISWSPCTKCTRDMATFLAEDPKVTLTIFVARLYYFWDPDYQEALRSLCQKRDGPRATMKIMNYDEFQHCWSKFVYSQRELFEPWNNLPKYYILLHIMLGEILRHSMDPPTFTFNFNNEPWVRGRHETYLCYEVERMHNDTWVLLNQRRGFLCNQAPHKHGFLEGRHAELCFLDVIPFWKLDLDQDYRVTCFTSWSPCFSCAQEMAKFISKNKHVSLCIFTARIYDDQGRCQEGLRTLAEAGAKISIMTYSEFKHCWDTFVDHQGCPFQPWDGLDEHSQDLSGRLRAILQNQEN
#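 HeLa cells stably expressing Vif and C-terminally eYFP-tagged A3G, seeded overnight at 37 deg C, then exposed to compound by pintool overnight at 37 deg C. Rise in yellow fluorescence (Ex 488/Em 500-530, Acumen) marks blocked Vif-driven A3G degradation.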
# D1 antag: human D1 dopamine receptor antagonism | activity change, negative = inhibition, % at 10 µM | hit rate 3.2% among 360,000 | HEK293 TREx D1 cells, calcium flux, dopamine EC80; stronger effect = lower value | AID 504652 | P21728; in the data active = activity change below about -30%; note: % is set by controls: 0 for no effect and ±100 for the full control effect
#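 Compound effects on dopamine-evoked calcium signalling were measured in tetracycline-induced HEK293 Trex D1 cells. Dopamine at EC80 followed a 180 s compound pre-read, and fluorescence was tracked kinetically for 180 s more.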
# Active calls of the source: *; ? = inconclusive; . = not tested or not shown; & = joins results of further samples. Unless noted, calls come from the whole dose curve; as a rule, active = well fitted curve in the direction sought with a large enough effect; inconclusive = small, poorly fitted or top-dose-only effect, or another doubt; inactive = no such curve, though single readings can be large; an effect the other way counts as inactive or inconclusive. The list is partial; count on the stated rates, not on these rows.
structure,LDHA inh,RXFP1 agonist,D2 potentiator,D1 agonist,D1 PAM,Vif-APOBEC3F blk,Glioma ERSR ind,Vif-APOBEC3G blk,D1 antag
O=C(NNC(=S)Nc1ccccc1)c1ccco1,0,-2.4%,.,2,-2,-14%,2%,0%,-10
COC(=O)c1nc(NC(=O)c2ccc(Cl)cc2)n[nH]1,-14,1.1%,21,3,-8,-5%,-3%,-1%,-14
CN(CCCNC(=O)C1CCC(=O)N1Cc1ccc(F)cc1)c1ccccc1 (stereo not given),0,1.8%,9,0,-4,4%,-4%,2%,-1
O=C(CCl)Nc1cccc(Oc2cnccn2)c1,0,1.3%,8,3,-3,7%,-15%,-22%,4
COc1ccc(S(=O)(=O)N2CCN(C(=O)C3COc4ccccc4O3)CC2)cc1 (stereo not given),-1,-1.5%,3,8,.,0%,-2%,0%,-2
COc1ccc(CNC(=O)Cn2c(=O)c3cccn3c3ccccc32)cc1,-9,-0.2%,-11,1,-1,-10%,-1%,-6%,5
COc1ccc(NC(=O)CN(C)C(=O)c2ccc3ccccc3c2)cc1,-3,-1.0%,-16,2,-7,-16%,0%,0%,-4
O=C(CSc1ncn[nH]1)Nc1nsc(-c2ccccc2)n1,-3,1.3%,.,3,20,-11%,-2%,1%,1
CC(=O)CSc1nc2c(c(=O)[nH]c(=O)n2C)n1Cc1ccccc1Cl,-1,-4.0%,10,-3,-5,14%,-1%,6%,41
COc1ccc(O)c(-c2cc(-c3ccccc3[N+](=O)[O-])[nH]n2)c1,5,3.3%,-1,3,-7,-16%,4%,-11%,7
Cc1cc(C(=O)NC2CCCCCC2)c2ccccc2n1,-2,.,.,.,.,0%,-1%,-6%,.
Cc1c(Br)ccc(NC(=O)Cn2nc(-c3cccs3)ccc2=O)c1C,1,7.3%,-21,5,-7,0%,2%,-7%,-8
COCCCn1c(C)nnc1SCC(=O)Nc1cccc(C)c1,-10,2.3%,11,0,2,-4%,-2%,10%,-6
COc1cccc(CC(=O)N2CCN(S(=O)(=O)c3ccc(Br)cc3)CC2)c1,0,-1.5%,14,8,-3,4%,-3%,-1%,-28
N#Cc1ccc(COC(=O)C2CCC(=O)N2)cc1 (stereo not given),-2,0.8%,-5,0,-2,.,-3%,0%,-9
CCCCC(=O)N1C(C)CCC1C (stereo not given),-1,.,.,.,.,3%,-6%,2%,.
N#Cc1cnn(Cc2ccccc2)c1N,-6,0.1%,-7,0,3,-4%,-6%,-1%,-11
O=C(NCc1cccnc1)C1c2ccccc2C(=O)N1Cc1ccco1 (stereo not given),0,-0.2%,2,1,2,-5%,-3%,-1%,-2
COC(=O)c1cc(S(=O)(=O)Nc2cccc(S(N)(=O)=O)c2)oc1C,-4,0.4%,-7,4,1,-3%,-2%,-2%,1
CCn1c(=O)cc(OCC(=O)Nc2ccc(C)c(F)c2)c2ccccc21,-6,1.8%,-11,0,-5,-1%,-3%,4%,-7
CCOc1ccc(C=NNc2ccc(S(=O)(=O)Nc3ccccc3C(=O)O)cc2[N+](=O)[O-])cc1OC,-9,.,.,.,.,4%,-4%,2%,.
c1ccc(Cn2ncc3c(Nc4ccccc4)ncnc32)cc1,-4,1.0%,21,0,1,1%,1%,-15%,12
CC1CN(CC(=O)Nc2cc(S(=O)(=O)N3CCCC3)ccc2Cl)CC(C)O1 (stereo not given),-5,-0.4%,-3,2,-2,-1%,-5%,-2%,5
CSc1cccc(N2CC(C(=O)N(CC(C)C)c3c(N)n(Cc4ccccc4)c(=O)[nH]c3=O)CC2=O)c1 (stereo not given),-2,-0.3%,8,0,-1,9%,-5%,-7%,23
Cc1c(OCC(=O)NCCCN2CCCC2=O)ccc2c3c(c(=O)oc12)CCCC3,-8,0.4%,2,7,9,-7%,0%,1%,11
O=C(NCCc1c[nH]c2ccccc12)c1ccc(Cl)cc1,5&4,1.7%,-8,3,-13,2%,4%,-1%,-19
COc1ccc(-c2c(-c3cc(OC)cc(OC)c3)n(C)c3ccc(-c4cnc(OC)nc4)cc23)cc1,-6,.,.,.,.,-1%,-1%,0%,.
COc1ccc(C(CNC(=O)CN2C(=O)NC3(CC(C)CC(C)(C)C3)C2=O)N2CCOCC2)cc1 (stereo not given),-1,0.1%,-2,2,1,3%,-10%,-1%,-14
CCOc1ncccc1C(=O)OCC(=O)N1CCc2ccccc21,-1,2.2%,6,2,0,9%,0%,0%,-2
Cc1ccc2[nH]c(O)c(N=O)c2c1,-2,0.0%,8,1,-5,3%,3%,0%,0

# Next section, overlapping the part above by 3 compounds.
structure,LDHA inh,RXFP1 agonist,D2 potentiator,D1 agonist,D1 PAM,Vif-APOBEC3F blk,Glioma ERSR ind,Vif-APOBEC3G blk,D1 antag
COc1ccc(C(CNC(=O)CN2C(=O)NC3(CC(C)CC(C)(C)C3)C2=O)N2CCOCC2)cc1 (stereo not given),-1,0.1%,-2,2,1,3%,-10%,-1%,-14
CCOc1ncccc1C(=O)OCC(=O)N1CCc2ccccc21,-1,2.2%,6,2,0,9%,0%,0%,-2
Cc1ccc2[nH]c(O)c(N=O)c2c1,-2,0.0%,8,1,-5,3%,3%,0%,0
Cc1cccc(N(CC(=O)NC2CC2)S(=O)(=O)c2ccc(Cl)cc2)c1,-8,2.0%,1,3,-3,-4%,-4%,-1%,-3
N#CC1(C#N)C(C(=O)C23CC4CC(CC(C4)C2)C3)C12CCOCC2 (stereo not given),-3,1.0%,-6,7,-4,10%,-2%,1%,11
COc1ccc(C(=O)O/N=C(\N)c2ccccc2)cc1OC,-6,2.6%,5,7,-4,-51%,-1%,-8%,4
CCC(C)NC(=O)COc1ccc(Br)c(C)c1 (stereo not given),-5,-1.5%,-3,1,0,6%,1%,2%,-3
COC(=O)c1ccc(C(=O)OC)c(NC(=S)N2CC(C)CC(C)C2)c1 (stereo not given),6,2.0%,6,1,2,-9%,-1%,-9%,14
COC(=O)c1c(C)noc1-c1snnc1C,-5,2.8%,5,-1,6,2%,7%,-1%,-12
COc1ccc(S(=O)(=O)NC(CC(=O)NCc2ccccc2OC)c2ccco2)cc1 (stereo not given),-4,2.3%,5,8,-2,-2%,-3%,0%,-9
Cc1ccc(S(=O)(=O)N(C)c2ccc(OCC(=O)NCC3(N(C)C)CCCCC3)cc2)cc1,-1,1.3%,17,13,-6,12%,0%,-2%,0
Cc1ccc(S(=O)(=O)N(C)C)cc1NC(=O)CN1c2cccc3cccc(c23)S1(=O)=O,4,0.6%,-21,2,1,-10%,-6%,-7%,-11
O=C(NNc1ccc(Cl)nn1)c1ccc(Cl)cc1,0,0.9%,1,7,-3,10%,1%,0%,-2
CCOC(=O)NC(=O)/C(C#N)=C(/C)N(C)C,-5,3.4%,-6,8,-3,-5%,-3%,4%,4
Cc1c(NC(=O)c2ccc3c(c2)OCO3)cccc1-c1nc2ccccc2o1,-8,1.6%,-1,6,-8,-3%,1%,0%,-1
O=C(Cn1nc(-c2ccccc2)ccc1=O)N1CCOCC1,-3,.,.,.,.,4%,-2%,0%,.
CC1CCC2(CC1)NC(=O)N(CC(=O)Nc1ccc(N3CCOCC3)cc1)C2=O (stereo not given),-1,-2.3%,1,0,2,-9%,-4%,-2%,-24
COc1ccccc1Oc1ccc(S(=O)(=O)N2CCCCC2C)cc1 (stereo not given),-8,-1.6%,2,9,.,0%,-1%,-2%,-28
CC(=O)N1CCN(C(=O)c2ccc3c(c2)S(=O)(=O)c2ccccc2C3=O)CC1,-1,4.9%,0,2,-1,-8%,-5%,3%,7
Cc1cccc(N2CCN(C(=O)CN3C(=O)NC4(CCCCCC4)C3=O)CC2)c1C,-3,-1.1%,17,3,-6,3%,-3%,0%,-5
CC(=O)N1c2ccccc2C(=O)C1N1CCN(c2cccc(C)c2C)CC1 (stereo not given),3,2.0%,-4,4,-2,-5%,-2%,8%,-1
CCOc1cc(S(=O)(=O)Nc2ccccn2)ccc1F,-7,-0.7%,2,1,-7,-6%,-3%,-4%,9
CCOc1ccccc1C(=O)NCC(=O)N1CCN(Cc2ccc3c(c2)OCO3)CC1,3,0.1%,-2,0,-10,-10%,-4%,-4%,-15
O=S(=O)(Nc1cc(Sc2ncn[nH]2)c(O)c2ccccc12)c1ccccc1,51,1.9%,14,2,2,-1%,-16%,?,9
CC(=O)c1cccc(NC(=O)c2ccc(N(C)S(=O)(=O)c3ccc(C)cc3)cc2)c1,1,-0.9%,15,3,-3,-12%,2%,8%,-15
COC(=O)c1ccc(NC(=O)c2ccc(C)cc2)o1,0,0.3%,-4,2,0,-7%,-2%,-3%,2
CCCCn1c(=O)[nH]c(=O)c2c1nc(-c1ccccc1F)n2Cc1ccccc1OC,2,2.6%,14,1,0,-6%,-5%,-5%,8
COC(=O)c1ccccc1NC(=O)CN1C(=O)COc2ccc(Cl)cc21,-6,6.8%,-11,-1,-6,2%,0%,-11%,-3
O=S(=O)(NC(=S)c1ccccc1)c1ccc(Cl)cc1,-11,1.0%,.,1,0,?,1%,-5%,3
Cc1ccc(S(=O)(=O)N[C@H](C(=O)N2CCC(C(=O)N[C@H](C(=O)O)c3ccccc3)CC2)C(C)C)cc1,-1,-0.1%,-6,1,1,4%,-2%,0%,1
O=[n+]1cc(-c2ccc(F)cc2)n([O-])c2c1CCC2,-4,2.1%,-3,2,0,-7%,-5%,5%,5
Cc1ccc(-c2nn(-c3ccc(F)cc3)cc2C(=O)N2CCN(C3CCS(=O)(=O)C3)CC2)cc1 (stereo not given),-13,-0.3%,-6,5,13,1%,0%,0%,3
